Vif-A3G inh: Vif-A3G binding inhibition. Q9HC16. HeLa A3G-eYFP + Vif (tagged APOBEC3G with the HIV-1 protein that degrades it), YFP fluorescence, overnight. hit rate 0.076% among 410,000. Potency, µM (doses to about 46.1 µM), for the others: top-dose activity, negative = active, hits mostly inhibitors;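 further: potency means the concentration at half of the fitted maximal effect; on the % scale 0 is the no-effect control and ±100 the full control effect; nearly all actives have a fitted effect of over 60% in size; hits raise eYFP signal because A3G escapes Vif-driven loss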
Target sequence (Q9HC16 whole entry, looked up): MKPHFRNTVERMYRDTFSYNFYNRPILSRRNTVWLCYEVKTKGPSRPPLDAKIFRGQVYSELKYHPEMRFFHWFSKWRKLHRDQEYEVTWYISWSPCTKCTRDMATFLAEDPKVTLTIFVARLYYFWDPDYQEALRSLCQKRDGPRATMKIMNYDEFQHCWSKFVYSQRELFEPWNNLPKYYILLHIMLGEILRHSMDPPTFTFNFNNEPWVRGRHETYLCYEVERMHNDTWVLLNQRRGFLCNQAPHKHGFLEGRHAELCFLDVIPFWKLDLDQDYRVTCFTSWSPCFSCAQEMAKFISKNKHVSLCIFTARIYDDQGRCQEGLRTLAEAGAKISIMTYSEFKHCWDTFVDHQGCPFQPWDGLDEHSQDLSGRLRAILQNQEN
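HeLa cells stably expressing Vif and C-terminally eYFP-tagged A3G, seeded overnight at 37 deg C, then exposed to compound by pintool overnight at 37 deg C. Rise in yellow fluorescence (Ex 488/Em 500-530, Acumen) marks blocked Vif-driven A3G degradation.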
Glioma ERSR ind: ER stress response induction in glioma. Potency, µM, for the others: at the top dose activation, most hits filed as activators. U87-MG GRP78 promoter luciferase reporter, 16 h. hit rate 0.02% among 420,000. AID 602332; further: potency means the concentration at half of the fitted maximal effect; series mostly up to about 76 µM; % of control where 0% means no effect; nearly all actives have a fitted effect of over 35% in size
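Stably transfected U87-MG glioma cells carrying a GRP78-based luciferase sensor; 16 h compound incubation. Luminescence end-point read 10 min after Bright-Glo addition at room temperature.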
D1 PAM: enhances dopamine response at the human D1 receptor. P21728. HEK293 TREx D1 cells, calcium flux, dopamine EC20 potentiation. potentiation, % at 10 µM. hit rate 0.036% among 360,000. AID 504651; in the data active means potentiation above about 30%; further: 0% is about no effect
Target sequence (P21728 whole entry, looked up): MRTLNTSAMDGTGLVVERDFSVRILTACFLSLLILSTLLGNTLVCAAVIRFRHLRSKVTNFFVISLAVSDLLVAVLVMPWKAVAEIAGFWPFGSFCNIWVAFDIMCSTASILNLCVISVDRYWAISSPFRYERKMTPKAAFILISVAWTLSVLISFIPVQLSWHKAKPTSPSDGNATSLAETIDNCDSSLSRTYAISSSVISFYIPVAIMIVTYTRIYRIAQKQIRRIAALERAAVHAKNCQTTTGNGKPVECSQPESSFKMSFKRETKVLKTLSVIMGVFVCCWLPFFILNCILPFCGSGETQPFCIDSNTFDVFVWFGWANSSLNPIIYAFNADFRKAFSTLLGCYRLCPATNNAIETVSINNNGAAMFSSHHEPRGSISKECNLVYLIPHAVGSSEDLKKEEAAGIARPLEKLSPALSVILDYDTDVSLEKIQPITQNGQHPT
D1 ag: agonists of human D1 dopamine receptor | HEK293 T-REx D1 cells, calcium flux, agonist mode | hit rate 1% among 360,000 | P21728 | activation, % at 2 µM; in the data active means activation above about 30%; further: 0% is about no effect
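Inducible HEK293 T-REx D1 cells, force-coupled to calcium signalling, were plated at 4000 cells/well with tetracycline and held overnight at 30 C. After no-wash calcium dye loading, compound-evoked calcium rise over 180 s flagged agonists.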
LDHA inh: blocks human lactate dehydrogenase A. activity change, % (values are at about 110 or 230 µM). AID 1347041. purified LDHA, NADH/diaphorase-resazurin fluorescence; hits give low values. P00338. hit rate 0.15% among 480,000; in the data active means activity change below about -30%; inconclusive means mostly about -25% to -30%;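 further: plate controls were DMSO wells for no effect and wells without enzyme for full effect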
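Enzyme activity of human lactate dehydrogenase 5 (2 nM; 0.06 mM NADH, 0.2 mM pyruvate, 5 min, RT) is measured via a resazurin/diaphorase fluorescence readout of residual NADH.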
Vif-APOBEC3F blk: inhibitors of Vif-A3F interaction. HeLa A3F-eYFP + Vif (tagged APOBEC3F with the HIV-1 protein that degrades it), YFP fluorescence increase. Potency, µM (series often up to 46.1 µM), without a hit: at the top dose activity, negative = active. hit rate 0.2% among 390,000; further: potency means the concentration at half of the fitted maximal effect; % of control where 0% means no effect; nearly all actives have a fitted effect of over 65% in size
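Fluorescence increase (Ex 488/Em 500-530) after overnight compound treatment at 37 deg C flags inhibition of Vif-driven A3F-eYFP loss in stable HeLa A3F-eYFP/Vif cells seeded overnight beforehand.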
D1 antag: blocks dopamine activation of the human D1 receptor; hit rate 3.2% among 360,000; HEK293 TREx D1 cells, calcium flux, dopamine EC80; hits give low values; activity change, negative = inhibition, % at 10 µM; in the data active means activity change below about -30%; further: on the % scale 0 is the no-effect control and ±100 the full control effect
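Allosteric or orthosteric antagonism assessed as attenuation of the calcium response to EC80 dopamine, added 180 s after compound, in induced HEK293 Trex D1 cells loaded with no-wash calcium dye.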
RXFP1 agonist: activates the human relaxin receptor RXFP1; Q9HBX9; HEK293T-RXFP1 cAMP TR-FRET, 30 min; response scale: percent of porcine relaxin response, buffer zero; Potency, µM (highest dose often 57.5 µM), for the others: top-dose activation, most hits filed as activators; hit rate 0.3% among 370,000; AID 2676; further: potency means the concentration at half of the fitted maximal effect; on the % scale 0 is the no-effect control and ±100 the full control effect; nearly all actives have a fitted effect of over 60% in size; many of its hits are not listed in these tables
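cAMP rise read by TR-FRET after 30 min, 37C compound exposure (up to 58 uM) in RXFP1-transfected HEK293 cells with Ro 20174 present. EC50 from Hill-equation fits, with 29 nM porcine relaxin as 100% and buffer as basal.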
D2 PAM: positive allosteric modulators of human D2 dopamine receptor; AID 485347; HEK293 T-REx D2, calcium flux, EC20 dopamine potentiation; hit rate 0.34% among 340,000; potentiation, % at 10 µM;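 active means potentiation over 3 SD above the plate norm, cut at about 30% in these data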; further: 0% is about no effect
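Potentiation of an EC20 dopamine calcium response is measured in a force-coupled, tetracycline-inducible Hek293 Trex D2 line. Compound-only kinetic reads over 180 s flag agonists before dopamine addition.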
Active calls of the source: *; ? = inconclusive; nt = no result given; & = joins results of further samples. Unless noted, the call rests on the fitted dose curve; in most records, active means well fitted curve in the direction sought with a large enough effect; inconclusive means small, poorly fitted or top-dose-only effect, or another doubt; inactive means no such curve, though single readings can be large; an effect the other way counts as inactive or inconclusive.

SMILES | Vif-A3G inh | Glioma ERSR ind | D1 PAM | D1 ag | LDHA inh | Vif-APOBEC3F blk | D1 antag | RXFP1 agonist | D2 PAM
O=C(NCC1CCCO1)c1ccc(S(=O)(=O)N2CCCCC2)cc1 (stereo not given) | 3% | -5% | 9 | 1 | -1 | -12% | 2 | 1.2% | 0
CC1(C)NC(=O)N(CC(=O)N2CCN(c3cccc(Cl)c3)CC2)C1=O | -9% | -4% | -2 | 1 | -2 | 2% | 9 | 1.6% | -7
CCOc1ccc(N=C2SC(C(=O)Nc3ccccc3C#N)C(N)=C2C(=O)Nc2ccc(Cl)cc2)cc1 (stereo not given) | 3% | -3% | -2 | 1 | 0 | -9% | 2 | -3.1% | 6
CCOC(=O)c1c(C)[nH]c(C)c1C(=O)COC(=O)/C=C/c1ccccc1[N+](=O)[O-] | -8% | 0% | nt | nt | -3 | 7% | nt | nt | nt
CSc1ccccc1NC(=O)CN(C)CC(=O)Nc1ccc(N2CCOCC2)cc1 | -1% | -6% | 9 | 1 | 2 | 1% | 3 | -2.0% | -2
COc1ccc(N2CCN(S(=O)(=O)c3ccc(C(=O)NC4CCCC4)cc3)CC2)cc1 | -5% | -1% | -4 | -1 | 2 | 0% | 2 | -0.7% | 6
CC(=O)c1c(NC(=O)c2ccccc2)[nH]c(-c2ccccc2)nc1=S | -6% | -2% | -1 | 0 | -3 | ? | 9 | 0.9% | nt
CCC(C(=O)O/N=C(\N)c1ccc(C)cc1)c1ccccc1 (stereo not given) | 1% | 5% | 0 | 3 | 0 | 1% | 9 | 0.1% | 5
Cc1cc(C)cc(NC(=O)c2sc3nc4n(c(=O)c3c2C)CCC4)c1 | -4% | 5% | -4 | 3 | 0 | -6% | 10 | -1.2% | -7
CCCCNC(=S)NNC(=O)c1cccnc1 | 1% | -2% | -2 | 0 | 0 | 3% | 2 | 1.5% | 11
CC(C)Cn1c(N)c(C(=O)CSc2nc3ccccc3n2C)c(=O)n(C)c1=O | 2% | -5% | 2 | 5 | -9 | -13% | -26 | 5.8% | 4
COc1ccc(-c2cc(=Nc3ccc(C(=O)O)cc3)c3cc(C)ccc3o2)cc1 | 0% | -1% | -4 | 7 | -3 | -2% | -6 | -0.5% | 7
NNC(=O)c1ccc(CN2CCCCC2)o1 | 2% | -5% | 0 | 2 | -8 | 3% | -15 | -1.6% | -14
O=C(COc1cccnc1[N+](=O)[O-])Nc1cccc(S(=O)(=O)N2CCCCC2)c1 | -3% | -2% | -6 | 2 | 3 | -12% | -7 | 0.1% | 12
O=C(O)c1ccc(N/N=C/c2cc(Br)cs2)cc1 | -8% | -13% | -5 | 3 | -9 | 3% | -4 | 0.5% | 14
CC(=O)c1cc(-c2ccccc2)n(CCC(=O)Nc2ccc(C(C)C)cc2)c1C | 2% | -4% | -8 | 63* | 6 | 7% | -20 | -0.4% | 24
COc1ccc(SN=C2C(C)=CC(=O)C=C2C)cc1 | 3% | 0% | 4 | 3 | 0 | 11% | 5 | -0.4% | 5
CSc1nc2ccccc2cc1/C=C(\C#N)c1cccc(C)c1 | ? | -5% | 0 | 4 | -6 | -1% | 14 | 1.1% | -1
CCOC(=O)C1(C)NC(c2ccc(OC)c(OC)c2)C2C(=O)N(CC)C(=O)C21 (stereo not given) | 2% | -4% | -5 | -1 | -1 | 11% | -22 | 0.6% | -6
O=C(Cn1c2[n+](c3ccc(C(F)(F)F)cc31)CCCCC2)Nc1c(F)cccc1F | 1% | -5% | -7 | 2 | -2 | 1% | -1 | 3.3% | 5
COCc1cc(C)nc(SCc2ccc([N+](=O)[O-])cc2)c1C#N | 2% | -3% | 44* | 8 | -2 | 2% | 0 | -4.5% | 1
O=C1CCN(Cc2ccccc2)CCN1[C@H](CO)c1ccccc1 | 2%&-2%&-1% | -5%&-2%&0% | -3 | -1 | -5 | 3% | 3 | -1.3% | 2
COc1ccc(C(=O)NCCNc2ccc([N+](=O)[O-])cc2)cc1 | 1% | -3% | -4 | -3 | -2 | 5% | nt | 0.9% | 6
Cc1cc(N2C(=O)C3CCC(c4ccccc4)CC3C2=O)no1 (stereo not given) | 4% | -3% | -5 | 1 | -3 | -1% | nt | 2.6% | 2
C=CCN1C(=NC(=O)COc2ccc(Cl)cc2)SC2CS(=O)(=O)CC21 (stereo not given) | -1% | -6% | 0 | 4 | 0 | 0% | -1 | 0.5% | 6
Cc1cccc(NC(=O)C(=O)C2C(=O)Nc3ccccc32)c1 (stereo not given) | -4% | 2% | -1 | 0 | 1 | 1% | 6 | -1.0% | 8
CCCCOc1ccc(OC(=O)Nc2cc(Cl)ccc2OC)cc1 | -1% | 1% | -1 | 3 | 1 | -2% | -16 | -0.1% | -11
Cc1cccc(C(=O)Nc2ccc(CC(=O)O)cc2)c1 | 0% | -9% | -2 | 1 | 4 | 1% | -7 | 0.5% | 3
CC1(C(=O)N/N=C/c2ccccc2)CC1(Br)Br (stereo not given) | 0% | 4% | -2 | 0 | -9 | 6% | -6 | -1.2% | -15
Cc1nc(CS(=O)(=O)c2ccccc2)cc(Sc2ccc(Cl)cc2Cl)n1 | -3% | 4% | -9 | 6 | 0 | 4% | 5 | 1.8% | -1
O=C1c2cccc3cc([N+](=O)[O-])cc(c23)C(=O)N1c1nncs1 | -1% | -2% | nt | nt | 5 | -4% | nt | nt | nt
CN(CC(=O)Nc1ccccc1F)S(=O)(=O)c1ccc2c(c1)n(C)c(=O)c(=O)n2C | 1% | -2% | 0 | 0 | -5 | 2% | 3 | 3.8% | nt
CCN1CCN(c2ncc3c(n2)CCN(CC(C)C)C3)CC1 | 4% | -2% | 1 | 3 | -1 | 6% | -9 | -0.3% | nt
Cc1cccc(C(=O)O/N=C(\N)Cc2ccc([N+](=O)[O-])cc2)c1 | -7% | -8% | -7 | 5 | -3 | 1% | 0 | -1.1% | 6
O=C(c1cnc(N2CCCCC2)c2ccccc12)N1CCN(c2ccc(F)cc2)CC1 | -4% | -4% | -3 | 2 | 4 | -11% | 15 | 3.3% | -1
O=C(O)c1ccc(/C=N/NC(=O)c2cc(-c3ccc4c5c(cccc35)CC4)n[nH]2)cc1 | -10% | 10% | -5 | 3 | 8 | -27% | -17 | -1.1% | -3
Cc1ccc(C)n1-c1nccc(-c2cccs2)n1 | -26% | 6% | -4 | 2 | 3 | -13% | 4 | 1.0% | 1
CCOCCCNCc1ccc(OCc2ccccc2C)c(OC)c1 | 1% | 2% | 4 | 23 | 1 | -1% | 2 | -0.9% | nt
CCn1nnc(-c2ccccc2NC(=O)c2ccc(-n3cnnn3)cc2)n1 | -3% | -4% | -5 | 2 | -20 | -18% | -14 | 8.3% | 6
COCCc1nn2c(=O)cc(COC(=O)c3ccc4c(c3)OCO4)nc2s1 | -4% | -3% | -2 | 1 | -6 | -4% | 4 | 4.5% | -1
CCCOc1ccc(-c2nc(=S)[nH][nH]2)cc1 | -6% | 4% | -1 | 2 | -5 | 0% | -3 | 0.8% | 11
CCC(C(=O)n1cccc1C#N)c1ccccc1C (stereo not given) | 1% | -5% | -1 | 0 | -4 | 5% | -22 | 2.7% | 13
COc1ccc(NCC(=O)Nc2ccc(Cl)cc2C)c(OC)c1 | -10% | -2% | -9 | 1 | 11 | -5% | -2 | -2.3% | -3
CC(=O)N1c2c(cc(Br)cc2S(=O)(=O)N2CCOCC2)CC1C (stereo not given) | 1% | -7% | -4 | 2 | -5 | -4% | -1 | 0.3% | -5
CCN(CC)CCn1c(NCc2ccc(OC)cc2)nc2ccccc21 | -1% | -2% | -9 | -1 | -5 | nt | -4 | 0.7% | -38
COc1cc(F)ccc1S(=O)(=O)n1c(C)nc2ccccc21 | 0% | -2% | -3 | 2 | 0 | 4% | 7 | 1.1% | 0
COc1ccccc1OCCCC(=O)Nc1nccs1 | 1% | -2% | 7 | 0 | 0 | 5% | -2 | -1.1% | 1
COc1ccc(CN2CCC(Cc3ccccc3)CC2)cc1OC | 0% | -4% | -1 | 8 | -9 | -21% | -15 | 2.1% | -17
O=C(C1CCN(C2CCN(Cc3ccsc3)CC2)CC1)N1CCOCC1 | 0% | 0% | -2 | 4 | 1 | -2% | -5 | 0.1% | 10
O=C(CSCc1ccc(F)cc1)Nc1nc2c(s1)CCCC2 | -26% | 5% | 0 | 2 | -2 | 0% | -18 | 0.8% | 6
C#CCOCCOCCOCCNc1nc(N2CCN(C(=O)[C@H]([C@@H](C)CC)n3cc(CCCN=C(N)N)nn3)CC2)nc(N2CCN(C(=O)[C@H]([C@@H](C)CC)n3cc(CCCN=C(N)N)nn3)CC2)n1 | nt | nt | -4 | 3 | nt | nt | 17 | 2.0% | -6
O=C(Nc1ccc(-c2nc3cc(NC(=O)c4cccs4)ccc3o2)cc1)c1cccs1 | -1% | -4% | nt | nt | -8 | -7% | nt | -0.9% | nt
CS(=O)(=O)N1CCC(C(=O)Nc2cc(Cl)ccc2Cl)CC1 | -2% | -4% | 1 | 1 | -2 | 0% | 2 | -0.1% | -6

Shown as a hit in D1 PAM, among the entries above:
molecule | Glioma ERSR ind | D1 PAM | D1 ag | LDHA inh | D1 antag | RXFP1 agonist | D2 PAM
COCc1cc(C)nc(SCc2ccc([N+](=O)[O-])cc2)c1C#N | -3% | 44* | 8 | -2 | 0 | -4.5% | 1

Grouped by structure: the compounds so far containing a COOH group
SMILES | Vif-A3G inh | Glioma ERSR ind | D1 PAM | D1 ag | LDHA inh | Vif-APOBEC3F blk | D1 antag | RXFP1 agonist | D2 PAM
COc1ccc(-c2cc(=Nc3ccc(C(=O)O)cc3)c3cc(C)ccc3o2)cc1 | 0% | -1% | -4 | 7 | -3 | -2% | -6 | -0.5% | 7
O=C(O)c1ccc(N/N=C/c2cc(Br)cs2)cc1 | -8% | -13% | -5 | 3 | -9 | 3% | -4 | 0.5% | 14
Cc1cccc(C(=O)Nc2ccc(CC(=O)O)cc2)c1 | 0% | -9% | -2 | 1 | 4 | 1% | -7 | 0.5% | 3
O=C(O)c1ccc(/C=N/NC(=O)c2cc(-c3ccc4c5c(cccc35)CC4)n[nH]2)cc1 | -10% | 10% | -5 | 3 | 8 | -27% | -17 | -1.1% | -3

These rows are one share of the data. The share of hits here may be higher or lower than overall.
